LRH-1 inv ag: suppresses constitutive activity of human LRH-1. O00482. HEK293T StAR-luciferase reporter, LRH-1 transfected, 24 h. inhibition, % at 3.6 µM. 0.13% of 360,000 active. AID 602396;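 active means inhibition above the mean inhibition of all tested compounds plus 3 SD, cut at about 73% in these data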;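 further: 0% = DMSO wells and 100% = reporter-only cells lacking LRH-1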
Target sequence (O00482 whole entry, looked up): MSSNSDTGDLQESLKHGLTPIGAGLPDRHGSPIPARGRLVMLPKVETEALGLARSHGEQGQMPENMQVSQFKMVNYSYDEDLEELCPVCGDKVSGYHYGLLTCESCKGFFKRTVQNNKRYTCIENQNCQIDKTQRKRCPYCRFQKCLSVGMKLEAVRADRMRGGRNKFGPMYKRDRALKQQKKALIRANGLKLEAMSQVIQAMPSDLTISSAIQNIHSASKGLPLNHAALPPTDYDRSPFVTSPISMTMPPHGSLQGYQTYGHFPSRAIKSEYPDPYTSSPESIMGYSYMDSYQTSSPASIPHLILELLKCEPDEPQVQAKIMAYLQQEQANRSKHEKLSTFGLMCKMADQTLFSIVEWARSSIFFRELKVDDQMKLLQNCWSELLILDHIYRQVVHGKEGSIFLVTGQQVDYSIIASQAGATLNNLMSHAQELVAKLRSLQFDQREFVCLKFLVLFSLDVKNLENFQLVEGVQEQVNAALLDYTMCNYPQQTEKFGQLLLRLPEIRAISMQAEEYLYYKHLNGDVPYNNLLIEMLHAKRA
SRC2 inh: inhibits human steroid receptor coactivator 2. 0.17% of 370,000 active. Q15596. HEK293 GAL4-SRC2 luciferase reporter, luminescence. inhibition, % at 9 µM;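 active means inhibition above the mean inhibition of all tested compounds plus 3 SD, set per campaign, cut at about 52% in these data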;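 further: 0% = DMSO treated cells and 100% = cells given Gossypol at 36 µM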
LMP1 NFkB inh: inhibitors of Epstein-Barr LMP1-induced NF-kappaB reporter | LMP1-induced NF-kappaB luciferase reporter cells, luminescence | 0.69% of 350,000 active | inhibition, % at 12.5 µM | AID 504558; in the data active means inhibition above about 41%;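 further: 0% = neutral control wells and 100% = reference inhibitor control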
KKLEB cytotox: counter-screen for CF NF-kB inhibitors: cytotoxicity | activity change (cytotoxicity), % at 5 µM | KKLEB CF airway cells viability, ATPlite luminescence, overnight; active compounds read low; cells stimulated with P. aeruginosa culture filtrate | 0.36% of 360,000 active;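 active means corrected activity change at or below -50% at 5 µM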
CF NFkB inh: blocks PAF-induced NF-kB reporter in cystic fibrosis cells. inhibition, % at 5 µM. 0.86% of 360,000 active. AID 588850. KKLEB NF-kB-GFP reporter, GFP fluorescence overnight;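 active means at least 50% inhibition at 5 µM, scaled per plate between neutral and stimulator controls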;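 further: PAF is a Pseudomonas aeruginosa culture filtrate used as stimulus; plate controls were PAF-stimulated DMSO wells for no effect and unstimulated DMSO wells for full effect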
TROY signal inh: inhibitors of TROY-dependent NF-kB signaling | Q293 LMP1-TROYcd NF-kB luciferase reporter, 4 h | inhibition, % at 10 µM | 0.98% of 360,000 active | AID 1347056;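 active means compounds whose plate-normalised and pattern-corrected inhibition of the luciferase reporter signal at the single screening dose is 50% or more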
SRC1 inh: inhibitors of human steroid receptor coactivator 1 (SRC1); 0.12% of 360,000 active; Q15788; HEK293 GAL4-SRC1 luciferase reporter, luminescence; inhibition, % at 3.6 µM;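 active means inhibition above the campaign mean plus 3 SD, with each screening campaign given its own cutoff, cut at about 60% in these data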;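 further: 0% = DMSO treated cells and 100% = gossypol at 36 µM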
TWEAK Fn14 block: inhibitors of TWEAK-Fn14 interaction signaling; AID 1159606; inhibition, % at 10 µM; 2% of 360,000 active; TWEAK-stimulated Fn14 reporter cells, luciferase luminescence, 8 h; in the data active means inhibition above about 50%
TRAIL sens C8: sensitizes caspase-8 expressing cells to TRAIL; NB7+C8 cells + TRAIL, ATPlite viability luminescence; inhibition (viability loss, TRAIL sensitization), % at 10 µM; 1% of 360,000 active; AID 624354;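 active means compounds causing at least 50% loss of cell viability in the single-dose screen, relative to plate controls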
NCOA3 inh: human NCOA3 inhibition. Q9Y6Q9. HEK293 GAL4-SRC3 luciferase reporter, luminescence. inhibition, % at 3.6 µM. 0.17% of 360,000 active. AID 588352;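 active means inhibition above a per-campaign cutoff, the mean of all compounds plus 3 SD, cut at about 60% in these data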;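 further: 0% = DMSO-treated cells and 100% = gossypol-treated cells at 36 µM; higher means less SRC3-driven luciferase light from the GAL4 reporter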
COUP-TFII inh: blocks human COUP-TFII nuclear receptor; P24468; HEK293T NGFI-A luciferase reporter, luminescence; inhibition, % at 8.6 µM; 0.7% of 370,000 active; AID 686940;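 active means inhibition above a per-plate cutoff, mean inhibition of test wells between control levels plus 3 SD, cut at about 38% in these data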;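 further: cells cotransfected with COUP-TFII expression vector driving the NGFI-A reporter; 0% = median of COUP-TF2 test wells and 100% = reporter-only cells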
Target sequence (P24468 whole entry, looked up): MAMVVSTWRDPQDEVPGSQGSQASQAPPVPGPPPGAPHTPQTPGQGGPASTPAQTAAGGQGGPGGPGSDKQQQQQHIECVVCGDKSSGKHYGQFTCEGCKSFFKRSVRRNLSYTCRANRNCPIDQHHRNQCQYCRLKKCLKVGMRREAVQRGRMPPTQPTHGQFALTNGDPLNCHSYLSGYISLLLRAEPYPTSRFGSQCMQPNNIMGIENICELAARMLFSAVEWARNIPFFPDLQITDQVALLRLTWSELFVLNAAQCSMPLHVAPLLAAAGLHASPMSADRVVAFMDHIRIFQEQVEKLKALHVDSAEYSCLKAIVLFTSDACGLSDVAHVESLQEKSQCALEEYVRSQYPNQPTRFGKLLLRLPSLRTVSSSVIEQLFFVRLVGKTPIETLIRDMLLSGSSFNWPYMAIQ
The depositor's hits bear a star; x = no result given.

Compound	LRH-1 inv ag	SRC2 inh	LMP1 NFkB inh	KKLEB cytotox	CF NFkB inh	TROY signal inh	SRC1 inh	TWEAK Fn14 block	TRAIL sens C8	NCOA3 inh	COUP-TFII inh
COc1ccc(NCc2nnc(SCC(=O)Nc3cccc(C)c3)o2)cc1	-18	1	-17	-7	-5	-42	10	-18	-12	-1	-5
O=C(Nc1cc(C(F)(F)F)ccc1N1CCOCC1)c1cccnc1Cl	25	2	-7	-1	8	x	3	29	-11	0	6
Cc1ccc(-c2c[n+](CC(=O)Nc3ccccc3)c3n2CCC3)cc1	4	-26	-10	-3	0	-12	2	-8	6	-2	-17
CN(C)CCCN1c2ccc3ccccc3c2Sc2cccc(Cl)c21	4	13	-12	-2	0	6	-1	-8	21	1	-10
CCCC(=O)N(Cc1cc2ccccc2[nH]c1=O)c1ccccc1OC	17	-1	4	4	15	-17	-10	10	4	11	9
Cc1ccc(-c2nnc(NC(=O)c3ccc([N+](=O)[O-])o3)o2)c(C)c1	16	-2	-3	-19	9	-7	-31	0	3	-16	14
CC(=O)N1c2ccccc2Sc2ccccc21	9	-22	6	-24	2	13	12	-24	-11	-4	13
CCC(C)c1c(NS(=O)(=O)c2ccc(C)cc2)o[nH]c1=O (configuration not stated)	-7	-8	2	8	-8	15	7	-9	-1	-22	-2
CN(C)CC#CCOC(c1ccccc1)c1ccccc1	6	6	8	10	6	-7	-8	4	15	2	7
COc1cc(CCCN2CCNC[C@@H]2CC2CCCCC2)cc(OC)c1OC	6	8	5	-7	7	-10	7	1	-11	5	-4
CN(CCCC(=O)N1CCCC(C(N)=O)C1)S(=O)(=O)c1ccc(F)cc1 (configuration not stated)	5	-7	2	-1	-12	-7	-8	68*	-2	3	-1
Cc1cc(NC(=O)CSc2nnc(COc3cccc(C)c3C)n2Cc2ccco2)no1	-2	-9	-9	7	8	-10	16	11	-8	3	4
Nc1ccc2c(c1)C(O)c1ccc(Cl)cc1-2 (configuration not stated)	14	-15	-3	3	-41	-14	1	-21	-5	-25	3
CCC(C)Sc1nnc(Cc2cc(=O)[nH]c(=O)[nH]2)n1-c1ccc(OC)cc1 (configuration not stated)	-23	-11	5	-7	-4	-3	6	-8	1	19	-15
CCOC(=O)c1cc(OCC(=O)NC(C)C(C)C)cc(C(=O)OCC)c1 (configuration not stated)	10	-12	6	6	-5	5	4	2	-8	-19	4
CCOc1ccccc1NC(=O)N1CCC(c2nc3ccc(C)cc3[nH]2)CC1	-14	-3	8	-6	7	-6	-15	-27	14	-16	5
COc1ccc(CNC(=O)C(=O)NCC2OCCN2S(=O)(=O)c2ccccc2)cc1 (configuration not stated)	-8	-18	-4	10	10	-3	20	24	7	8	-4
CCC(Cc1ccccc1)NC(=O)CCn1cccc1 (configuration not stated)	-25	-3	-22	10	0	-5	-14	-4	-12	-4	-2
Cn1c(C(=O)N2CCN(c3ccc([N+](=O)[O-])cc3)CC2)cc2c(=O)[nH]c3ccccc3c21	-6	1	16	11	5	17	14	2	18	-11	4
CCOCCCNC(=O)C1CCN(Cc2cccc(OCc3ccccc3)c2)CC1	6	-13	-8	-3	-3	7	-26	-4	-11	-9	-4
CN(C)c1ccc(CNC(=O)C2(C)Cc3c(-c4ccc5c(c4)OCO5)ccnc3O2)cc1 (configuration not stated)	-3	-1	x	-16	26	12	-3	6	22	-2	7
COc1ccccc1C(=O)NC(=O)COC(=O)c1cc[n+]([O-])cc1	0	-6	-2	6	-26	-14	-15	2	-16	-4	6
O=C(COc1ccc([N+](=O)[O-])cc1)Nc1cccc2nsnc12	12	10	2	10	-20	-31	3	-28	-4	-2	22
COCCN(C(=O)COC(=O)CCOc1cc(C)ccc1C)c1c(N)n(Cc2ccccc2)c(=O)[nH]c1=O	30	12	3	-12	28	8	-2	-8	-9	2	-11
COc1cccc2c1OC1(C)CC2N(C(=O)c2ccco2)C(=S)N1c1ccc(F)cc1 (configuration not stated)	-4	-27	3	-16	15	-6	5	4	-14	-2	29
COc1cccc(CNC(=O)CCN2C(=S)NC(C)(C)CC2C)c1 (configuration not stated)	-1	-35	-2	-6	-6	-8	12	28	-2	-10	9
Cc1ccc(CN2C(=O)C(C)Sc3ccc(C#N)cc32)cc1 (configuration not stated)	-20	-26	x	5	17	6	-7	-9	-13	-8	8
COCCCNC(=S)NNC(=O)c1csc2ccccc12	0	5	-3	15	-14	7	6	0	13	2	-12
Nc1c(C(=O)N/N=C/c2ccc(F)cc2)oc2nc(-c3ccccc3)cc(-c3ccco3)c12	16	-28	9	3	-8	17	3	5	-10	8	-6
Cc1nn(-c2ccccc2)c(N)c1N=Nc1cccnc1	-62	-32	-34	-7	-3	-34	-66	-33	6	-58	-56
COC(=O)c1ccc(Cn2c(C)c(C(=O)Nc3cccc(Oc4ccccc4)c3)sc2=O)o1	-22	16	x	10	-12	20	-46	-18	18	15	31
CCOC(=O)c1[nH]c2cc(OC)c(OC)cc2c1NC(=O)C(C)N1CCN(Cc2ccccc2)CC1 (configuration not stated)	-6	-15	6	-3	-3	12	-4	24	10	-3	-4
CCn1c(SCC(=O)Nc2ccc3c(c2)c2ccccc2n3CC)nnc1-c1cnccn1	37	4	-12	7	-34	16	-6	-17	-11	-8	2
N=c1c2ccccc2nc2n1CCCCCCCCCCC2	5	-3	17	5	8	-20	-5	9	31	22	28
CCc1ccc(CN(C)C(=O)c2cc(COc3c(F)cccc3F)on2)cc1	-9	-13	0	2	-8	-56	12	-32	7	6	-1
COc1ccccc1NC(=S)N1CC(C)(C)C1=O	4	1	-3	1	4	-11	-5	12	7	-17	3
COc1ccc(CNC(=O)CN2C(=O)COc3ccc(S(=O)(=O)N4CCOCC4)cc32)cc1	-3	-4	-6	2	-2	-15	-3	-10	-7	-20	-3
CCn1ccnc1CN(C)C(=O)c1cc(COc2ccc(Cl)cc2OC)on1	-22	-15	-7	17	-15	-26	-23	-20	7	-15	-31
Cc1c(CC(=O)NCC(=O)O)c(=O)oc2cc3occ(-c4ccccc4)c3cc12	20	2	1	2	6	-11	-9	-2	8	-3	-9
O=C(Nc1ccc(Cl)cc1)c1ccsn1	-92	-23	-16	-1	7	-45	-111	-25	9	-82	-33
CNC(=O)c1c(NC(=O)c2ccco2)sc(C)c1C	18	-48	-2	14	-35	-8	-2	6	-9	-1	-7
O=C(c1ccncc1)N(Cc1cc2ccccc2[nH]c1=O)C1CCCCC1	19	9	17	4	-7	4	34	-10	76*	35	12
CCC(C#CCN1CCOCC1)(CC)OCCC#N	-4	-4	4	9	-10	-7	-2	-14	-4	4	-7
CCOC(=O)Cn1nc(Cc2ccccc2)c2ccccc2c1=O	-7	-9	-5	-2	10	5	1	-16	-2	-29	-2
O=C(O)c1cnn2c(C(F)(F)F)cc(-c3ccco3)nc12	7	-2	-1	5	-17	-3	-6	1	0	-10	-3
O=C(CNc1cccc(C(F)(F)F)c1)Nc1cccc(S(=O)(=O)N2CCCC2)c1	13	14	8	0	17	43	2	35	16	12	11
Cc1ccc(C(=O)NCC(=O)OCc2csc(-c3ccccc3)n2)cc1	2	1	3	-10	0	-15	1	-12	7	8	-7
N#CC1C=Cc2ccccc2N1C(=O)c1ccccc1 (configuration not stated)	15	-7	-2	13	-15	-12	-7	7	20	8	0
Cc1cccc(NC(=O)c2ccc(S(=O)(=O)N(C)C)cc2)n1	-28	-15	-15	5	-4	-44	-38	-13	0	-13	-16
O=C(O)c1cccnc1Sc1ccc(Br)cc1	-9	-2	-1	-3	-9	-10	3	12	-15	-10	18
CCn1c(O)c(N=NC(=S)NCC2CCCO2)c2ccccc21 (configuration not stated)	13	0	7	-5	18	6	-9	-44	1	3	-15
O=C(N/N=C/c1ccc2c(c1)OCO2)C(=O)N1CCCC1	-19	-47	-14	2	2	-21	-40	5	-3	-41	-14
Cc1ccc2nc(N(CCCN(C)C)C(=O)c3ccc(S(=O)(=O)N4CCc5ccccc5C4)cc3)sc2c1	3	4	-54	-50	-91	-46	-2	-154	77*	-4	-12
COCCOn1c(SCCOC)nc2ccccc2c1=O	-6	-16	-3	2	7	-3	-1	-2	3	18	-4

2 records picked at random from those above, as already listed:
Compound	LRH-1 inv ag	SRC2 inh	LMP1 NFkB inh	KKLEB cytotox	CF NFkB inh	TROY signal inh	SRC1 inh	TWEAK Fn14 block	TRAIL sens C8	NCOA3 inh	COUP-TFII inh
COCCCNC(=S)NNC(=O)c1csc2ccccc12	0	5	-3	15	-14	7	6	0	13	2	-12
O=C(O)c1cnn2c(C(F)(F)F)cc(-c3ccco3)nc12	7	-2	-1	5	-17	-3	-6	1	0	-10	-3

Grouped by structure: those above containing fluorine
Compound	LRH-1 inv ag	SRC2 inh	LMP1 NFkB inh	KKLEB cytotox	CF NFkB inh	TROY signal inh	SRC1 inh	TWEAK Fn14 block	TRAIL sens C8	NCOA3 inh	COUP-TFII inh
O=C(Nc1cc(C(F)(F)F)ccc1N1CCOCC1)c1cccnc1Cl	25	2	-7	-1	8	x	3	29	-11	0	6
CN(CCCC(=O)N1CCCC(C(N)=O)C1)S(=O)(=O)c1ccc(F)cc1 (configuration not stated)	5	-7	2	-1	-12	-7	-8	68*	-2	3	-1
COc1cccc2c1OC1(C)CC2N(C(=O)c2ccco2)C(=S)N1c1ccc(F)cc1 (configuration not stated)	-4	-27	3	-16	15	-6	5	4	-14	-2	29
Nc1c(C(=O)N/N=C/c2ccc(F)cc2)oc2nc(-c3ccccc3)cc(-c3ccco3)c12	16	-28	9	3	-8	17	3	5	-10	8	-6
CCc1ccc(CN(C)C(=O)c2cc(COc3c(F)cccc3F)on2)cc1	-9	-13	0	2	-8	-56	12	-32	7	6	-1
O=C(O)c1cnn2c(C(F)(F)F)cc(-c3ccco3)nc12	7	-2	-1	5	-17	-3	-6	1	0	-10	-3
O=C(CNc1cccc(C(F)(F)F)c1)Nc1cccc(S(=O)(=O)N2CCCC2)c1	13	14	8	0	17	43	2	35	16	12	11

High-throughput results: PubChem, several laboratories
